# IDH1 R132H inh: blocks human mutant IDH1 R132H enzyme; O75874; IDH1-R132H enzyme, NADPH consumption, diaphorase/resazurin fluorescence; Potency, µM (titrated, usually from 76.6 µM), for inactives: at the top dose activity change, negative = inhibition, usual class: inhibitors; 390,000 compounds, 0.093% hits; AID 602179; also: % is scaled to controls: 0 for no effect and ±100 for the full control effect; nearly all actives have a fitted effect of over 65% in size
#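 IDH1-R132H (0.5 ug/mL dispensed) in pH 7.5 Tris buffer was preincubated 30 min with compound, then given a substrate mix of 0.016 mM NADPH and 2 mM alpha-KG for 80 min at room temperature; remaining NADPH was read by diaphorase/resazurin fluorescence.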
# TrxR1 inh: inhibitors of rat thioredoxin reductase 1. recombinant rTrxR1, NADPH fluorescence consumption, selenite substrate. O89049. 390,000 compounds, 1% hits. AID 588453. Potency, µM (highest dose often 114 µM), for inactives: at the highest dose activity change, negative = inhibition, hits mostly inhibitors; also: % is scaled to controls: 0 for no effect and ±100 for the full control effect; nearly all actives have a fitted effect of over 65% in size
#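 Rat TrxR1 (90 nM in the dispensed reagent) was pre-reduced with 400 uM NADPH for 5 min at room temperature, then incubated with compound for 15 min. After 400 uM selenite was added, NADPH fluorescence (Ex 340/Em 450 nm) was followed for 8 min.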
# Vif-A3F inh: blocks the Vif interaction with APOBEC3F; 390,000 compounds, 0.2% hits; Potency, µM (doses to about 46.1 µM), for the others: at the highest dose activity, negative = active; HeLa A3F-eYFP + Vif (tagged APOBEC3F with the HIV-1 protein that degrades it), YFP fluorescence increase; also: % of control where 0% means no effect; nearly all actives have a fitted effect of over 65% in size
#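 HeLa cells stably expressing A3F-eYFP plus Vif, plated and incubated overnight at 37 deg C, then exposed to compounds overnight at 37 deg C. Blocked degradation read as raised yellow fluorescence (Ex 488/Em 500-530).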
# Vif-APOBEC3G blk: inhibitors of Vif-APOBEC3G interaction; AID 602310; Q9HC16; 410,000 compounds, 0.076% hits; HeLa A3G-eYFP + Vif (tagged APOBEC3G with the HIV-1 protein that degrades it), YFP fluorescence, overnight; Potency, µM (series often up to 46.1 µM), without a hit: top-dose activity, negative = active, hits mostly inhibitors;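 also: % is scaled to controls: 0 for no effect and ±100 for the full control effect; nearly all actives have a fitted effect of over 60% in size; hits raise eYFP signal because A3G escapes Vif-driven loss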
#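 HeLa cells stably expressing Vif and C-terminally eYFP-tagged A3G, seeded overnight at 37 deg C, then exposed to compound by pintool overnight at 37 deg C. Rise in yellow fluorescence (Ex 488/Em 500-530, Acumen) marks blocked Vif-driven A3G degradation.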
# ALOX12 inh: inhibitors of human 12S-lipoxygenase ALOX12 | purified 12hLO, xylenol orange hydroperoxide absorbance | 580,000 compounds, 1.1% hits | P18054 | Potency, µM (highest dose often 108 µM), without a hit: at the highest dose activity change, negative = inhibition, most hits filed as inhibitors; also: % is scaled to controls: 0 for no effect and ±100 for the full control effect
#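 Purified human 12hLO at 150 nM in 25 mM Hepes, 0.01% Triton X-100, pH 7.0, preincubated 15 min at room temperature with compound. Reaction started with 40 uM arachidonic acid, 30 min at room temperature. Hydroperoxide measured by Fe-xylenol orange, 573/405 nm absorbance ratio.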
# RGS4 inh: inhibitors of human regulator of G protein signaling 4. P49798. Transcreener GDP fluorescence polarization, RGS4-accelerated GTP hydrolysis. Potency, µM (top dose mostly 114 µM), without a hit: at the highest dose activity change, negative = inhibition, hits mostly inhibitors. 390,000 compounds, 0.039% hits. AID 504845; also: % is scaled to controls: 0 for no effect and ±100 for the full control effect; nearly all actives have a fitted effect of over 75% in size; some results filed as inactive show a strong effect at the top dose
# Target sequence (P49798 whole entry, looked up): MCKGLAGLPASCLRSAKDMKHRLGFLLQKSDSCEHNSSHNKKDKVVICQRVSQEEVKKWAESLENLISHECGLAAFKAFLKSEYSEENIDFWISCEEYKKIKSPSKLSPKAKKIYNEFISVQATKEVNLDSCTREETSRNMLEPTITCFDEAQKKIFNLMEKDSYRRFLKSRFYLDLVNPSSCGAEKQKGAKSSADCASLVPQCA
#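 MLSMR compounds (23 nl, pin-transferred) preincubated 10 min at room temperature with a 500nM (2x) first reagent, then RGS4 at 900nM (2x) plus Transcreener GDP mix added; fluorescence polarization (620/688 nm) read before and after 90 min at 30 °C.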
# TrxR1 substrate: is turned over as a substrate by rat TrxR1; AID 588456; Potency, µM (doses to about 114 µM), for the others: at the top dose activity change, negative = substrate turnover; O89049; 390,000 compounds, 0.01% hits; purified TrxR1 substrate turnover, NADPH consumption readout; also: % is scaled to controls: 0 for no effect and ±100 for the full control effect; nearly all actives have a fitted effect of over 50% in size
#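 Rat TrxR1, dispensed at 90 nM, was prereduced with 400 uM NADPH (final) for 5 min at ~22 deg C, then incubated with compound 15 min before 400 uM selenite. A first-read NADPH fluorescence drop versus no-compound background flagged substrates.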
# USP1-UAF1 inh: blocks the human USP1/UAF1 deubiquitinase complex | recombinant USP1/UAF1, Ub-Rhodamine cleavage fluorescence | Potency, µM (highest dose often 57.1 µM), for inactives: at the top dose activity change, negative = inhibition, hits mostly inhibitors | 390,000 compounds, 0.23% hits | AID 743255; also: % is scaled to controls: 0 for no effect and ±100 for the full control effect; nearly all actives have a fitted effect of over 60% in size; inactives centre near -12
#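 USP1/UAF1 complex at 1 nM was preincubated with compound for 15 min at room temperature, then Ub-Rho substrate (150nM final) was added. Fluorescence (480/540 nm) was read kinetically, 6 reads every 60 seconds.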
# RXFP1 ag: RXFP1 (human) receptor agonism | 370,000 compounds, 0.3% hits | Q9HBX9 | AID 2676 | HEK293T-RXFP1 cAMP TR-FRET, 30 min; response scale: percent of porcine relaxin response, buffer zero | Potency, µM (series often up to 57.5 µM), inactives show at the top dose activation, most hits filed as activators; also: % is scaled to controls: 0 for no effect and ±100 for the full control effect; nearly all actives have a fitted effect of over 60% in size; many of its hits are not listed in these tables
# Target sequence (Q9HBX9 whole entry, looked up): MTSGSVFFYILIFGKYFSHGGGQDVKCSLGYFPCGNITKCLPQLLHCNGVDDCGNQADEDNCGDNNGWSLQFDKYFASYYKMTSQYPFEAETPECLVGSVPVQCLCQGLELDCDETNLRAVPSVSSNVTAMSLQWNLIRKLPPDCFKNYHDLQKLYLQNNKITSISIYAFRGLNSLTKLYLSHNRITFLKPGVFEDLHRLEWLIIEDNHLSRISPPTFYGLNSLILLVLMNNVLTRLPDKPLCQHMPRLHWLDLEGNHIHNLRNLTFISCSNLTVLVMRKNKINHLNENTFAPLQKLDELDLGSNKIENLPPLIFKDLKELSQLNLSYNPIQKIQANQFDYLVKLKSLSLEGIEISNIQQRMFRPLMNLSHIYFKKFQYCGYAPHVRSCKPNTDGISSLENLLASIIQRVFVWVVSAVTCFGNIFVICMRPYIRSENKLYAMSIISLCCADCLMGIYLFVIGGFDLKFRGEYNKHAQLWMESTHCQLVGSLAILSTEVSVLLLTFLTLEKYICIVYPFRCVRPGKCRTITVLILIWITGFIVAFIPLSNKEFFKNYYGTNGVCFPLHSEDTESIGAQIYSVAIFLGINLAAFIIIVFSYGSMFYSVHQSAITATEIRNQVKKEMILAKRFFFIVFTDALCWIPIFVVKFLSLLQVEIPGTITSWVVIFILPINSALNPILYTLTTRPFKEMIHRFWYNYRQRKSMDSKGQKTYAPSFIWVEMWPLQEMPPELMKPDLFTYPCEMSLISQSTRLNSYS
#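 HEK293T cells stably expressing RXFP1 were pretreated with the PDE4 inhibitor Ro 20174, exposed to compounds for 30 min at 37C, lysed, and cAMP was read by TR-FRET. Data normalized to buffer (basal) and 29 nM porcine relaxin (100%).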
# * hit, by the source's call; ? = inconclusive; . = no result given; & = joins results of further samples; [ ] = remark or other dose. Calls follow the shape of the dose curve; as a rule, active = well fitted curve in the direction sought with a large enough effect; inconclusive = small, poorly fitted or top-dose-only effect, or another doubt; inactive = no such curve, though single readings can be large; an effect the other way counts as inactive or inconclusive. Potency is read from the fitted curve at half-maximal effect. Some of the compounds tested; the hit share may differ from the screen's.
1: Cc1ccc(NC(=O)N2CCCC2C(=O)Nc2ccc(-n3cnnn3)c(C)c2)cc1 (stereo not given)
2: Cc1ccc(C)c(NC(=O)CN(C)C(=O)c2cc3ccccc3oc2=O)c1
3: CC(C)CCn1nnnc1C(c1ccccc1F)N1CCC(C(N)=O)CC1 (stereo not given)
4: Cc1ccccc1NC1c2ccccc2C(=O)N1Cc1ccco1 (stereo not given)
5: O=[N+]([O-])c1ccc(N2CCN(CCOCCO)CC2)c([N+](=O)[O-])c1
entry no.,1,2,3,4,5
IDH1 R132H inh,3%,0%,0%,2%,-1%
TrxR1 inh,18%,7%,-3%,?,?
Vif-A3F inh,-2%,2%,.,-1%,-4%
Vif-APOBEC3G blk,-6%,0%,-4%,-4%,2%
ALOX12 inh,-6%,?,-13%,-15%,0%
RGS4 inh,-9%,-13%,-10%,-47%,-6%
TrxR1 substrate,3%,7%,0%,9%[57.1 µM],9%[57.1 µM]
USP1-UAF1 inh,-21%,?,-8%,-27%,-11%
RXFP1 ag,1.2%,.,-0.5%,0.8%,-0.7%

6: COC(=O)c1ccc(NC(=O)CCS(=O)(=O)c2ccc(Br)s2)cc1
7: Cc1ccc(C(=O)Oc2oc(-c3ccco3)nc2C=Nc2ccc(Cl)cc2)cc1
8: Cc1ccc2c(c1)N(CC(=O)N1CCCC(C)C1)C(=O)CO2 (stereo not given)
9: CCC(=O)Nc1nnc(SCCN2CCOCC2)s1
10: O=C(CN1C(=O)NC2(CCCCC2)C1=O)Oc1ccc2c(C(F)(F)F)cc(=O)oc2c1
entry no.,6,7,8,9,10
IDH1 R132H inh,-2%&-8%,5%,4%,0%,-5%
TrxR1 inh,6%,1.8µM*,15%,21%,40µM*
Vif-A3F inh,1%&-2%,1%,0%,-5%,2%
Vif-APOBEC3G blk,10%&-8%,1%,11%,0%,-3%
ALOX12 inh,-25%&7%,?,14%,-7%,?
RGS4 inh,4%&-6%,-48%,0%,-20%,11%
TrxR1 substrate,0%,-2%,2%,4%,9%
USP1-UAF1 inh,-30%&-22%,-8%,-10%,-23%,-10%
RXFP1 ag,4.5%&1.1%,0.4%,-0.8%,2.2%,9.1%

11: Cc1cccc(N2CCN(c3c(CN4CCCC4)c(=O)oc4ccccc34)CC2)c1C
12: COc1cc(OC)cc(C(=O)N2CCC3(CC2)NCCc2[nH]cnc23)c1
13: O=C1C2(CCC13COC(c1ccc(O)cc1)OC3)COC(c1ccc(O)cc1)OC2 (stereo not given)
14: O=C(COC(=O)Cc1ccc2c(c1)OCCO2)Nc1ccc(S(=O)(=O)N2CCCC2)cc1
15: O=[N+]([O-])c1ccccc1N/N=C/c1ccccc1
entry no.,11,12,13,14,15
IDH1 R132H inh,0%,-4%,7%,1%,6%
TrxR1 inh,-9%,-15%,10%,15%,27%
Vif-A3F inh,3%,-2%,-1%,1%,0%
Vif-APOBEC3G blk,1%,1%,2%,0%,-2%
ALOX12 inh,-22%,4%,-18%,0%,14%
RGS4 inh,10%,22%[11.4 µM],6%,15%,9%
TrxR1 substrate,-8%,-5%,6%,6%[57.1 µM],5%
USP1-UAF1 inh,1%,-27%,-6%,-22%,-22%
RXFP1 ag,-2.2%,0.1%,-0.4%,-3.3%,-0.2%

16: N#CCc1c(C#N)c(N)nc(N2CCN(c3ccc(F)cc3)CC2)c1C#N
17: Cc1ccc(-c2ccc(C(=O)Nc3cccc(F)c3)o2)c2ccccc12
18: O=C(NCCCO)c1ccc(CSc2nc3ccccc3[nH]2)cc1
19: O=C(CSc1nnc([C@@H]2CCCN2)o1)c1ccc(Cl)cc1
20: CC(=O)c1ccc(N2C(=O)N(CC(=O)c3ccc(C)cc3)c3ccccc3S2(=O)=O)cc1
entry no.,16,17,18,19,20
IDH1 R132H inh,11%,-8%,4%,1%,-4%
TrxR1 inh,9%,?,21%,-20%,16%[57.1 µM]
Vif-A3F inh,?,-8%,9%,-7%,3%
Vif-APOBEC3G blk,-3%,0%,2%,0%,-5%
ALOX12 inh,-28%,?,-5%,0%,-17%
RGS4 inh,-34%,-52%,-13%,?,15%
TrxR1 substrate,-2%,47%,7%,0%,-1%[57.1 µM]
USP1-UAF1 inh,-8%,?,-25%,-21%,-10%
RXFP1 ag,-0.2%,0.5%,-0.6%,0.8%,-0.9%

# An excerpt from above in order of the ALOX12 inh value, smallest number first.
no.	Structure	ALOX12 inh
16	N#CCc1c(C#N)c(N)nc(N2CCN(c3ccc(F)cc3)CC2)c1C#N	-28%
11	Cc1cccc(N2CCN(c3c(CN4CCCC4)c(=O)oc4ccccc34)CC2)c1C	-22%
9	CCC(=O)Nc1nnc(SCCN2CCOCC2)s1	-7%
19	O=C(CSc1nnc([C@@H]2CCCN2)o1)c1ccc(Cl)cc1	0%
15	O=[N+]([O-])c1ccccc1N/N=C/c1ccccc1	14%

# (continued)
21: Cc1ccc(Cl)cc1N(C(=O)c1csnn1)C(C(=O)NC1CCCC1)c1ccco1 (stereo not given)
22: Cc1cc(Cl)c2oc(C(=O)N3CCN(C(=O)c4ccco4)CC3)c(C)c2c1
23: CSCCC(C(=O)OCC(=O)c1ccc(C)c(C)c1)N1C(=O)c2cc(Cl)c(Cl)cc2C1=O (stereo not given)
24: O=C(COC(=O)c1ccc(Sc2ccccc2)c([N+](=O)[O-])c1)NC1CCS(=O)(=O)C1 (stereo not given)
25: COCc1cc(C)nc(NCCc2ccccc2)c1C#N
entry no.,21,22,23,24,25
IDH1 R132H inh,1%,1%,1%,1%,9%
TrxR1 inh,4%[57.1 µM],-17%,4%[57.1 µM],14%,8%[57.1 µM]
Vif-A3F inh,-1%,-3%,-14%,-4%,-10%
Vif-APOBEC3G blk,-5%,-2%,1%,-3%,-8%
ALOX12 inh,2%,0%,-12%,-23%,12%
RGS4 inh,-2%,-3%,-2%,2%,-36%
TrxR1 substrate,-1%[57.1 µM],-1%,-4%[57.1 µM],6%[57.1 µM],43%[activator][57.1 µM]
USP1-UAF1 inh,-11%,-19%,0%,-21%,-12%
RXFP1 ag,-0.4%,-2.4%,-1.9%,0.3%,4.5%

# Looked up above:
# For Vif-A3F inh, `CCC(=O)Nc1nnc(SCCN2CCOCC2)s1` shows -5%
# For RXFP1 ag, `O=[N+]([O-])c1ccc(N2CCN(CCOCCO)CC2)c([N+](=O)[O-])c1` shows -0.7%

# Continuation:
26: CCNC(=S)N/N=C(\C)c1ccco1
27: COc1ccccc1Nc1ncc2c(n1)CCN(Cc1cc(F)cc(F)c1)C2
28: CN(C)C(CNC(=O)c1cccc(C(F)(F)F)c1)c1ccco1 (stereo not given)
29: N=c1ccn(CC(=O)NC(N)=O)c2ccccc12
30: O=C(Nc1ccc(F)cc1)Nc1nnc(-c2ccncc2)s1
entry no.,26,27,28,29,30
IDH1 R132H inh,0%,.,-3%,5%,6%
TrxR1 inh,-8%,11%[57.1 µM],-17%,13%,8%[57.1 µM]
Vif-A3F inh,?,.,12%,-2%,1%
Vif-APOBEC3G blk,3%,.,-11%,0%,0%
ALOX12 inh,-27%,?,4%,0%,12%
RGS4 inh,3%,11%,6%,-3%,-44%
TrxR1 substrate,-7%,-1%[57.1 µM],0%,1%[57.1 µM],7%[57.1 µM]
USP1-UAF1 inh,0%,3%,-8%,-12%,-16%
RXFP1 ag,-2.7%,1.9%,1.3%,3.5%,0.0%

31: O=C(Cc1ccc([N+](=O)[O-])cc1)Nc1ccon1
32: CC12CCC(C(=O)N3CCN(Cc4ccccc4)CC3)(OC1=O)C2(C)C (stereo not given)
33: COc1cccc(-n2c(SCC(N)=O)nnc2-c2c[nH]c3ccccc23)c1
34: CC(C)c1ccc(N2CCN(C(=O)c3ccccc3NC(=O)/C=C\C(=O)O)CC2)cc1
35: COC(=O)c1c(NC(=O)C2COc3ccccc3O2)sc2c1CCN(C(C)=O)C2 (stereo not given)
36: COc1ccc(CC(=O)Nc2ccc(NC(=O)c3ccccc3F)cc2)cc1
entry no.,31,32,33,34,35,36
IDH1 R132H inh,14%,-2%,19%,7%,0%,-4%
TrxR1 inh,-10%,-11%,11%[57.1 µM],11%[57.1 µM],-2%,16%
Vif-A3F inh,3%,-6%,9%,1%,2%,4%
Vif-APOBEC3G blk,1%,1%,-4%,0%,-8%,2%
ALOX12 inh,-11%,6%[57.4 µM],17%,-18%,-19%,-18%
RGS4 inh,-20%,23%,-26%,-29%,-30%,-18%[56.9 µM]
TrxR1 substrate,-6%,5%,1%[57.1 µM],3%[57.1 µM],-5%,-5%
USP1-UAF1 inh,-18%,-2%,-20%,-10%,-12%,-2%
RXFP1 ag,2.7%,-0.3%,-0.3%,-0.1%,-0.4%,1.0%

# Values in list order from the entries so far:
# Vif-APOBEC3G blk for entries 31–36 → 1%, 1%, -4%, 0%, -8%, 2%
# IDH1 R132H inh for entries 31–36 → 14%, -2%, 19%, 7%, 0%, -4%

# Assay outcomes from PubChem BioAssay.
